# Screens deposited in PubChem by several laboratories.
# proCasp3 act – activates human procaspase-3; recombinant procaspase-3 D3A, Ac-DEVD-pNA absorbance 405 nm; P42574; 330,000 compounds, 0.11% hits; activation, % at 8.5 µM;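 active = activation above the mean of all tested compounds plus 3 SD, cut at about 21% in these data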;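 also: 0% = DMSO alone and 100% = DMSO wells spiked with extra 5 µM PC-3 D3A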
# Target sequence (P42574 whole entry D9A/D28A/D175A): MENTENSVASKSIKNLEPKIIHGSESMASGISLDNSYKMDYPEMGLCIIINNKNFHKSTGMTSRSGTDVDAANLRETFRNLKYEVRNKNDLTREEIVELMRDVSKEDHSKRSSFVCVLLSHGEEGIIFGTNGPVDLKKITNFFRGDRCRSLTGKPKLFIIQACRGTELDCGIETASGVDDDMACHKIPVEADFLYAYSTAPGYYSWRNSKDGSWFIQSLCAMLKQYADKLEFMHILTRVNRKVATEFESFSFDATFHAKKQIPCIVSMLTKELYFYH
#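 material = Procaspase-3 D3A mutant | probe or stimulus = Ac-DEVD-pNA | compound = single dose, 8.5 µM nominal compound, 0.8% DMSO | timing = 1 h preincubation, 2 h reaction | measured by = 405 nm absorbance of p-nitroaniline, reads at 0 and 120 min | benchmarks = DMSO-only low control, 5 µM PC-3 D3A high control | repeats = singlicate, each compound tested once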
# MEP2-GFP yeast – modulators of TOR pathway MEP2-GFP in S. cerevisiae; 330,000 compounds, 0.51% hits; GFP response vs DMSO, % at 10 µM; S. cerevisiae MEP2-GFP strain, flow cytometry GFP, 3 h; 100% = DMSO control level;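 active = GFP response versus DMSO above a set limit, roughly screen mean plus 3 SD, cut at about 180% in these data; inconclusive = fewer than 70 cells counted for a yeast strain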;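 also: median GFP fluorescence of the barcode-gated MEP2-GFP cells per well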
# LAP4 TOR yeast – modulators of TOR pathway LAP4-GFP in S. cerevisiae | S. cerevisiae LAP4-GFP multiplex, flow cytometry GFP, 3 h; median GFP as percent of DMSO wells | GFP response vs DMSO, % at 10 µM | 320,000 compounds, 0.34% hits;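 active = GFP response vs DMSO above a set limit, about the screen mean plus 3 SD, cut at about 150% in these data; inconclusive = under 70 cell events counted for the yeast strain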
# AHR activator – activates the human aryl hydrocarbon receptor; P35869; AHR-responsive luciferase reporter cells, luminescence; activation, % at 5 µM; 320,000 compounds, 2.5% hits; in the data active = activation above about 47%;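 also: 0% = vehicle wells and 100% = reference agonist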
# Target sequence (P35869 whole entry, looked up): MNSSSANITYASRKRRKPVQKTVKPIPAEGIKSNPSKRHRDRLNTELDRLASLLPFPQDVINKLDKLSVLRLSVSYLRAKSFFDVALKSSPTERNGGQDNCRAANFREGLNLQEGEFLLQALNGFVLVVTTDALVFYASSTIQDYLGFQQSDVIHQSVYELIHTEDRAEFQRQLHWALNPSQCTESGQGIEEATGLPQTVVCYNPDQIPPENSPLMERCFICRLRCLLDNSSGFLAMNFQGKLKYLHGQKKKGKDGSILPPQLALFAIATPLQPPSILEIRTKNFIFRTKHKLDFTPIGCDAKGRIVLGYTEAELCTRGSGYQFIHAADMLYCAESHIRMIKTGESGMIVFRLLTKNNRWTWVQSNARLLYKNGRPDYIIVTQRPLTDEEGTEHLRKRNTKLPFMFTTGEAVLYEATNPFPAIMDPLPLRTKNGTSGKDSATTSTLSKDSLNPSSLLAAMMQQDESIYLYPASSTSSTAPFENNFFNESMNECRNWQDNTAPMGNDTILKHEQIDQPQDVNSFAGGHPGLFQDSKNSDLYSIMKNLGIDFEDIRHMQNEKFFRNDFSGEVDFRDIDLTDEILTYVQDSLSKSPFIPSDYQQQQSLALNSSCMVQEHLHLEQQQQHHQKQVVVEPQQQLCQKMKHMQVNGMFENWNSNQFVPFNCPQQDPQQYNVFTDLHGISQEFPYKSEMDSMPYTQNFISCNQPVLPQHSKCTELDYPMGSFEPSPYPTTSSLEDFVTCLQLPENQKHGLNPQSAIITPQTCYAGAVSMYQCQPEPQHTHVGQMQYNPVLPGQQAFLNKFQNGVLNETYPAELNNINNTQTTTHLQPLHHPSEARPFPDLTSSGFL
# Yeast superoxide – lowers age-related superoxide in aged yeast cells | S. cerevisiae aged cells, superoxide DHE fluorescence; hits give low values | superoxide response (% of plate mean), % at 10 µM | 330,000 compounds, 0.18% hits | AID 2690;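 active = superoxide response under a set limit, about three screen SD below normal, cut at about 65% in these data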;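 also: yeast aged for seven days with compound at 30 °C before DHE staining; 100% = average MFI of all compound-treated wells on the plate with controls excluded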
# JMJD2C inh – blocks human GASC-1 demethylase activity; inhibition, % at 2.35 µM; AID 2099; 330,000 compounds, 0.069% hits; GST-JMJD2C(1-420) H3K9me3 demethylation, DELFIA europium;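 active = more than half of a compound's replicate wells show inhibition beyond 50%, single wells judged on their own value; inconclusive = some, but no more than half, of replicates pass 50% inhibition; inactive = no replicate passes 50% inhibition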;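 also: signal counts dimethyl H3K9 product captured on neutravidin plate; 0% = median of DMSO wells and 100% = 0.3 times that DMSO median; strong numbers were not always called active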
# proCasp7 act – counter-screen: procaspase-7 (human) activation. recombinant procaspase-7, Ac-DEVD-pNA absorbance 405 nm; D23A/D198A/D206A triple mutant, cannot self-cleave; scale: DMSO 0, 5 µM enzyme 100. 330,000 compounds, 0.093% hits. AID 463210. activation, % at 8.5 µM;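 active = percent activation above the screen-wide mean plus 3 SD, cut at about 25% in these data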
#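 Assay system: Uncleavable procaspase-7 mutant enzyme / Input: 2 µM procaspase-7 mutant as dispensed / Dosing: single nominal 8.5 µM compound dose, 0.8% DMSO final / Timing: 1 h enzyme–compound preincubation and 2 h substrate reaction, both 25 °C / Detection: p-Nitroaniline absorbance at 405 nm, read at 0 and 120 min / Replication: singlicate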
# RPL19A TOR yeast – modulators of TOR pathway RPL19A-GFP in S. cerevisiae; S. cerevisiae RPL19A-GFP strain, flow cytometry, 3 h; hits give low values; percent response vs DMSO, % at 10 µM; 330,000 compounds, 0.3% hits;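 active = percent response vs DMSO below 50%; inconclusive = fewer than 70 events counted for the yeast strain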;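 also: median channel GFP fluorescence of the barcoded RPL19A-GFP strain; ratio of sample median GFP to plate DMSO average so 100% = DMSO; lower means less RPL19A-GFP as with rapamycin TOR inhibition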
# Active calls of the source: *; u = inconclusive; x = no result given; & = joins results of further samples.
# The opening three compounds (preview)
SMILES,proCasp3 act,MEP2-GFP yeast,LAP4 TOR yeast,AHR activator,Yeast superoxide,JMJD2C inh,proCasp7 act,RPL19A TOR yeast
COc1ccccc1C1CC(=O)NC(C)=C1C(=O)OC(C)C (stereo unspecified),-2,103,93,3,98,0,6,101
OCC1(Cc2ccccc2)CCN(Cc2cc3ccccc3o2)CC1,4,u,85,3,122,-2,9,88
O=C1c2ccccc2C(=O)C1c1ccccc1F,-4,107,99,2,102,3,-4,104

# The listing (from the top)
SMILES,proCasp3 act,MEP2-GFP yeast,LAP4 TOR yeast,AHR activator,Yeast superoxide,JMJD2C inh,proCasp7 act,RPL19A TOR yeast
COc1ccccc1C1CC(=O)NC(C)=C1C(=O)OC(C)C (stereo unspecified),-2,103,93,3,98,0,6,101
OCC1(Cc2ccccc2)CCN(Cc2cc3ccccc3o2)CC1,4,u,85,3,122,-2,9,88
O=C1c2ccccc2C(=O)C1c1ccccc1F,-4,107,99,2,102,3,-4,104
Cc1ccc(S(=O)(=O)CCc2nc3ccccc3n2CCC#N)cc1,-15,114,108,2,122,16,-10,113
Cc1cc(C)c(NC(=O)CNC(=O)CN(C)Cc2ccc(Br)s2)c(C)c1,3,100,88,1,91,-1,-1,97
Cn1cccc1C(=O)OCC(=O)c1ccc(Br)s1,14,98,105,-3,99,2,7,94
Nc1nnc(-c2cc3ccccc3oc2=O)s1,2,104,103,20,102,3,2,97
COc1ccccc1N1CCN(S(=O)(=O)CCNC(=O)C23CC4CC(CC(C4)C2)C3)CC1,0,99,96,0,97,-12,4,95
C=CCN1CC(=O)N2C(c3ccccc3)c3[nH]c4ccccc4c3C[C@H]2C1=O (stereo partly specified),x,111,96,x,110,-1,x,104
COc1ccc(CCC(=O)Nc2nc3ccccc3[nH]2)cc1,4,103,93,23,89,2,12,99
COc1ccc(-c2nn(-c3ccccc3)cc2/C=N/NC(=O)c2ccc(Br)o2)cc1,1,93,87,26,97,-17,-2,101
Cc1csc(=O)n1CCC(=O)N(C)Cc1c(F)cccc1Cl,-3,100,92,-1,105,0,-6,100
Cc1cc(NC(=O)Cn2nnc3sc4c(c3c2=O)CCCC4)no1,-1,103,95,-1,136,5,1,97
O=C(C[n+]1ccccc1)N/N=C/c1ccco1,5,88,93,-1,94,-1,8,93
COc1ccc(/C=C/C(O)=C2/C(=O)N(C)C3(C)CC2c2ccccc2O3)cc1 (stereo unspecified),14,101,97,14,102,-13,-9,98
CC(Oc1ccc(F)cc1)C(=O)Nc1sc2c(c1C(=O)NCc1cccnc1)CCCC2 (stereo unspecified),-1,103,114,5,103,1,-8,104
COc1ccc2c(CC(=O)N3CCc4cc(OC)c(OC)cc4C3)coc2c1,3,108,109,0,92,-3,3,106
Cc1ccc(S(=O)(=O)N2CCN(S(C)(=O)=O)C2C)cc1 (stereo unspecified),-4,101,111,-2,97,-22,9,100
CCOC(=O)c1ccccc1NC(=O)C(C)Oc1ccccc1 (stereo unspecified),2,96,89,2,76,4,8,91
CC(C)[C@H](NC(=O)c1ccccc1)C(=O)OCC(=O)NCc1ccc(F)cc1,4,120,119,0,84,8,4,96

# Three structures from above, arranged by count of non-hydrogen atoms, low to high.
SMILES,proCasp3 act,MEP2-GFP yeast,LAP4 TOR yeast,AHR activator,Yeast superoxide,JMJD2C inh,proCasp7 act,RPL19A TOR yeast
O=C(C[n+]1ccccc1)N/N=C/c1ccco1,5,88,93,-1,94,-1,8,93
CCOC(=O)c1ccccc1NC(=O)C(C)Oc1ccccc1 (stereo unspecified),2,96,89,2,76,4,8,91
COc1ccc2c(CC(=O)N3CCc4cc(OC)c(OC)cc4C3)coc2c1,3,108,109,0,92,-3,3,106

# The list continues:
SMILES,proCasp3 act,MEP2-GFP yeast,LAP4 TOR yeast,AHR activator,Yeast superoxide,JMJD2C inh,proCasp7 act,RPL19A TOR yeast
Cc1cccc(CC(Cc2nc3ccccc3[nH]2)c2nc3ccccc3[nH]2)c1 (stereo unspecified),5,95,98,17,96,2,4,89
CN(C)c1nnnn1-c1ccccc1Oc1ncc(C(F)(F)F)cc1Cl,0,93,95,-1,105,-13,7,94
CCc1ccc(OCC(=O)OCC(=O)NC2CCCC(C)C2C)cc1 (stereo unspecified),6,102,92,1,87,4,10,101
CC(C)(C)c1ccc(NC(=O)Nc2ccc(F)cc2)cc1,0,93,93,8,92,-9,6,87
CC(Sc1nnc(-c2ccccc2F)n1C1CC1)C(=O)NC(N)=O (stereo unspecified),-3,91,99,0,105,9,9,100
CC1(C)C(=O)Nc2ccccc2N1C(=O)CN1C(=O)c2ccccc2C1=O,7,93,x,-3,102,-11,3,96
CCOc1ccc(NCc2nnc(SCc3ccc(Cl)cc3)n2-c2ccccc2)cc1,-9,97,86,1,103,7,-2,97
COc1ccc(-c2cn(CCC(=O)O)c(C)n2)cc1,3,103,89,0,105,-5,-2,98
Cc1nnc(SCC(=O)N2CCC(Cc3ccccc3)CC2)n(N)c1=O,1,102,106,8,99,-1&-10,16,105
CCOc1cc(N2CCOCC2)c(OCC)cc1NC(=O)C1CC(=O)N(c2ccc(C)cc2)C1 (stereo unspecified),10,91,94,-1,84,2,4,93
CC(C)(C)c1ccc(S(=O)(=O)N2CCC(N3CCCCC3)CC2)cc1,0,109,100,0,92,1,-4,104
CCN(CC)S(=O)(=O)c1ccc(-c2nnc(SCC(=O)N3c4ccccc4CC3C)n2CC)cc1 (stereo unspecified),-5,95,86,3,75,u,7,98
CCOc1ccc(CNC(=S)N/N=C\c2ccc([N+](=O)[O-])cc2)cc1,-6,98,96,25,119,-5,-2,97
O=C(CC1SC(N2CCCC2)=NC1=O)Nc1ccc(C(=O)N2CCCC(C(F)(F)F)C2)cc1 (stereo unspecified),-7,105,101,1,98,3,2,104
O=C(Nc1ccccc1N1CCOCC1)c1cnccn1,6,104,x,1,99,19,3,100
CC1CN(C(=O)Cc2ccc(-c3ccccc3)cc2)CC(C)O1 (stereo unspecified),-3,109,109,-2,83,5,2,99
CCOc1ccc(Oc2ccccc2NC(=O)CCNC(C)=O)cc1,6,101,99,4,100,-8,6,98
CCOC(=O)c1c(C)[nH]c(C)c1S(=O)(=O)NCC1CCN(Cc2cccc(Cl)c2)CC1,6,98,95,0,100,-4,12,100
CCCN1CCC(NC(=O)C2CCCCC2C(=O)O)CC1 (stereo unspecified),4,102,82,-1,108,-9,2,109
CC(C)NC(=O)CC(=O)N/N=C/c1ccc(Br)cc1,-5,102,96,53*,113,-2,6,98
Cc1nn(C)cc1/C=C1\SC(=S)NC1=O,4,98,100,0,106,5,4,99
COc1ccc(NC(=O)NC2CCCCCCC2)c(OC)c1,x,99,76,x,71,7,x,111
Cc1cc(NS(=O)(=O)c2ccc(NC(=O)c3cccc(OC(F)F)c3)cc2)nc(C)n1,5,92,97,1,103,-2,-2,93
N=c1c2c3c(sc2nc2n1CCC2)CCCC3,14,100,110,5,99,4,2,102
O=c1c(-c2cccc([N+](=O)[O-])c2)[n+]([O-])c2ccccc2n1O,0,141,94,6,83,8,2,74
Cn1c(=O)oc2cc(S(=O)(=O)NC3CCN(Cc4ccccc4)CC3)ccc21,-3,99,105,0,92,6,18,90
Cc1ccc(OCC(=O)NNC(=O)C2CCN(c3ncccn3)CC2)cc1,9,104,104,-1,83,-4,11,102
COC(=O)CCCC(=O)N1CCCC(N(C)CCc2ccccc2)C1 (stereo unspecified),8,109,95,2,81,-1,-6,105
CCc1noc(C)c1C(=O)Nc1ccc(S(=O)(=O)N2CCCCC2)cc1,-1,104,105,3,101,5,-1,103
O=C(O)c1cccn2c(=O)c3ccccc3nc12,0,96,93,2,99,-23,-1,96
c1ccc(C(c2nnnn2C2CCCC2)N2CCN(c3nc4ccccc4s3)CC2)cc1 (stereo unspecified),-6,95,90,4,104,-14,-4,96
Cc1ccccc1-c1nc(P(=O)(c2ccccc2)c2ccccc2)c(N2CCOCC2)o1,-1,92,106,2,102,-3,2,101
N=C1CCCN1CC(=O)c1ccc(Br)cc1,6,101,89,4,91,13,5,99
CCS(=O)(=O)N1CCCC(C(=O)NCCCN(C)Cc2ccccc2)C1 (stereo unspecified),8,100,97,-1,94,0,9,98
CS(=O)(=O)N1N=C(c2ccc(Cl)cc2)CC1c1cccs1 (stereo unspecified),4,96,104,16,99,3,-1,99
COC(=O)c1ccc(COC(=O)c2cccn2C)o1,6,99,93,0,82,-2,-11,96
C=CCC(=O)NC1CC(C)(C)Cc2c1cnn2-c1ccccc1C (stereo unspecified),-4,111,95,-2,98,-7,5,103
Cc1nnc(C)n1/N=C/c1ccc(O)cc1,3,116,95,-4,102,4,7,97
CCNC(=S)N(CCCN(C)C)Cc1cc2cc3c(cc2[nH]c1=O)OCCO3,7,104,92,4,111,-3,-3,101
CSc1nc2ccc(S(=O)(=O)N(C)C)cc2s1,5,102,112,3,95,-30,-13,95
O=C(Nc1cc(Sc2ccccn2)cc([N+](=O)[O-])c1)c1cccc(Cl)c1,1,106,93,21,103,7,0,105
CCOc1ccc(S(=O)(=O)N2CCC(C(=O)NCCc3ccccc3)CC2)cc1,7,107,102,0,103,-21,-3,103
CCOC(=O)c1oc2cccc(O)c2c1C,6,93,81,-4,99,4,1,88
O=C(NNC(=O)c1ccc(Cl)cc1Cl)Nc1ccccc1,-4,100,86,-5,63*,8,2,102
CC(C)C(C(=O)Nc1ccc(N2CCOCC2)cc1)N1C(=O)c2ccccc2C1=O (stereo unspecified),0,99,97,3,95,-2,-3,101
CCCCCCNC(=O)CCNC(=O)c1cc(OC)c(OC)c(OC)c1,5,102,97,-1,76,9,8,98
CCC(C)n1ncn(-c2ccc(N3CCN(c4ccc(O)cc4)CC3)cc2)c1=O (stereo unspecified),-10,105,103,1,112,5,-20,102
CC(C(=O)c1ccc(Br)cc1)[n+]1cccc2ccccc21 (stereo unspecified),-4,103,84,22,122,3,15,98
O=C(c1cccs1)N1CCn2c1nc1ccccc12,-5,105,98,7,105,6,-5,103
CS(=O)(=O)C1=C(O)C(=O)N(CCCC(=O)O)C1c1ccccc1F (stereo unspecified),-4,104,101,-4,100,15,-5,100
# (cont.)
SMILES,proCasp3 act,MEP2-GFP yeast,LAP4 TOR yeast,AHR activator,Yeast superoxide,JMJD2C inh,proCasp7 act,RPL19A TOR yeast
COc1ccc(C2C(C(=O)/C=C/c3ccco3)=C(O)C(=O)N2CCN2CCOCC2)cc1 (stereo unspecified),-4,113,109,-1,92,1,-9,97
O=C(N/N=C/c1[nH]c2ccccc2c1Cl)c1cccc(Br)c1,-11,94,108,24,109,-10,-10,98
O=C(Nc1ccc(F)cc1)NC1CCCCCCC1,x,105,88,x,105,-4,x,118
CC1(C)c2ccccc2-c2nc3ccccc3cc2C1O (stereo unspecified),-3,100,89,19,87,3,10,96
CCOc1ccc(C(CCc2ccccc2)NC(=O)c2ccccc2)cc1OCC (stereo unspecified),-5,104,97,-3,108,2,3,105
CCc1ccc(NC(=O)C(C)OC(=O)CN2C(=O)NC3(CCCC3)C2=O)cc1 (stereo unspecified),7,88,83,5,91,-2,6,84
COc1ccc(OC)c(NC(=O)Cc2ccc(NC3=NC4CS(=O)(=O)CC4S3)cc2)c1 (stereo unspecified),12,100,105,0,105,35,-1,110
O=C(COc1ccc(Cl)cc1)NC1=NN(c2ccccc2)C(=O)C1,-3,90,113,2,87,4,5,77
